# Assay outcomes as filed in PubChem.
# Pf growth 48h: Primary qHTS for delayed death inhibitors of the malarial parasite plastid, 48 hour incubation; Potency, µM (doses to about 28.7 µM), without a hit: at the highest dose activity change, negative = inhibition, hits mostly inhibitors; P. falciparum luciferase growth in erythrocytes, 48 h; AID 504832, 2011; hit rate 5.9% among 310,000
#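 In quantitative HTS format, infected erythrocytes bearing luciferase-reporter parasites were treated for a single generation at 37 C. Luminescence after adding detection reagent served as the growth measure.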
# Pf growth 96h: Primary qHTS for delayed death inhibitors of the malarial parasite plastid, 96 hour incubation. hit rate 6.9% among 320,000. AID 504834, 2011. Potency, µM (highest dose often 28.7 µM), for the others: top-dose activity change, negative = inhibition, usual class: inhibitors. P. falciparum luciferase reporter growth, 96 h
#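 Luminescence readout: decreased luciferase signal marks inhibited growth of reporter-expressing P. falciparum in infected red cells (2% hematocrit, 0.05% parasitemia final), exposed to compound two generations (96 h, 37 C, 5% CO2).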
# HCV inh: qHTS Assay for Inhibitors of Hepatitis C Virus (HCV). Huh7.5.1 HCVcc-Cre infection, luciferase reporter, 44 h. Potency, µM (top dose mostly 41.8 µM), without a hit: at the top dose activity change, negative = inhibition, actives largely listed as inhibitors. hit rate 3.4% among 340,000
#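 1,000 cells/well; 4 h culture; + compound; + HCVcc-Cre (~0.5 moi); 44 h; luciferase substrate, RT 15 min; read 15 sec.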
# Sm TGR inh: qHTS Assay for the Inhibitors of Schistosoma Mansoni Peroxiredoxins | purified TGR, DTNB reduction, TNB absorbance 405 nm | Potency, µM (highest dose often 114 µM), inactives show at the highest dose activity change, negative = inhibition, hits mostly inhibitors | hit rate 3% among 360,000; also: nearly all actives have a fitted effect of over 60% in size
#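 TGR 20 nM + NADPH 100 uM (dispensed conc.), cpd preinc 15 min RT; start with NADPH (500 uM addition) then DTNB (15 mM addition). Kinetic TNB absorbance, 405 nm filter. Four-parameter Hill fit across titration.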
# Tb PYK inh: qHTS of Trypanosoma Brucei Inhibitors | pyruvate kinase (Trypanosoma brucei), Q57TT1 | TbPYK enzyme, Kinase-Glo Plus ATP luminescence, 45 min | Potency, µM (doses to about 76.8 µM), without a hit: top-dose activity, negative = inhibition, hits mostly inhibitors | hit rate 0.12% among 410,000; also: nearly all actives have a fitted effect of over 50% in size
#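 Activity of T. brucei pyruvate kinase was followed by Kinase-Glo Plus luminescence after the enzyme reacted 45 min at room temperature with 130 uM ADP (final) and substrate. Test compounds were added before ADP at multiple concentrations.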
# LmPK inhibitor: qHTS Assay for Inhibitors of Leishmania Mexicana Pyruvate Kinase (LmPK); Q27686; purified LmPK, Kinase-Glo ATP luminescence, 1 h; Potency, µM (titrated, usually from 57.5 µM), for inactives: at the top dose activity change, negative = inhibition, hits mostly inhibitors; hit rate 0.37% among 290,000
# Target sequence (Q27686 whole entry, looked up): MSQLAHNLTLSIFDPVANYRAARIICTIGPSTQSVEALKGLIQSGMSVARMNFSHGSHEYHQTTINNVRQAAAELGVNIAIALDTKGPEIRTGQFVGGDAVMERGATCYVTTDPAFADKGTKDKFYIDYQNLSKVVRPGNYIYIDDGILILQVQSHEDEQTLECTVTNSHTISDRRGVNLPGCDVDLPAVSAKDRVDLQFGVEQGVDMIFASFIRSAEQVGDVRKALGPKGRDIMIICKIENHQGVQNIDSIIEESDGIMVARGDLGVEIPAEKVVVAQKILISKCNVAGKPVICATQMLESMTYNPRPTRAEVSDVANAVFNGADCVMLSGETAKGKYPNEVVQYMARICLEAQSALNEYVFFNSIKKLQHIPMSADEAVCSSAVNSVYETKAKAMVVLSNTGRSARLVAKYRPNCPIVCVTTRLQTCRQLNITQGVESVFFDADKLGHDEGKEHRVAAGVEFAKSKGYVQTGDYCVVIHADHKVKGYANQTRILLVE
#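 Pyruvate kinase activity monitored as ATP production (luciferase luminescence). Conditions: 0.1 nM enzyme, 0.5 mM PEP, 0.1 mM ADP, 1 h, RT; normalized against uninhibited and no-enzyme wells.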
# * hit, by the source's call; u = inconclusive; x = no result given; [ ] = another dose, or the depositor's remark. Calls follow the shape of the dose curve; as a rule, active = well fitted curve in the direction sought with a large enough effect; inconclusive = small, poorly fitted or top-dose-only effect, or another doubt; inactive = no such curve, though single readings can be large; an effect the other way counts as inactive or inconclusive. % is scaled to controls: 0 for no effect and ±100 for the full control effect; potency is read from the fitted curve at half-maximal effect. Not a hit list. About 16% of those tested had a hit in this group.
SMILES	Sm TGR inh	Pf growth 96h	Tb PYK inh	HCV inh	Pf growth 48h	LmPK inhibitor
Cc1ncc(CO)c(/C=N/NC(=S)Nc2cccc(Cl)c2)c1O	0%	u	-18%	u	u	2%
O=C(CCc1ccccc1)c1ccc2c(c1)OCCCO2	-7%	x	-9%	1%	u	0%
CCc1noc(N)c1C(=O)Nc1ccc(Cl)cc1	-17%	5%	-3%	6%	22%	3%
Cc1nn(CC(=O)Nc2nnc(C(C)C)s2)c(=O)c2ccccc12	x	-14%	-8%	5%	2%	0%
COc1ccccc1N(C)S(=O)(=O)c1ccc(Cl)c(C(=O)NCC2(N(C)C)CCCCC2)c1	2%	9.3µM*	0%	u	u	x
COc1ccc(S(=O)(=O)N2CCCCCC2)cc1N	-2%	-1%	3%	-5%	21%	-1%
Cc1nc(SC2CC(=O)N(c3cc(Cl)cc(Cl)c3)C2=O)nc2c1CCCC2 (stereo not given)	-29%	x	-4%	-15%	5%	3%
C=CCn1c(N/N=C/c2ccc(O)cc2)nc2ccccc2c1=O	3%	4%	2%	-14%	47%[activator]	-16%
COc1ccc(C(=O)Nc2ccc(S(=O)(=O)N3CCCCC3C)cc2)c(OC)c1OC (stereo not given)	3%	24%	8%	11µM*	u	2%
CC(O)COc1ccccc1 (stereo not given)	x	7%	3%	x	-5%	x
CCN(CC(=O)Nc1ccc(NC(C)=O)cc1)C(=O)CCCc1c[nH]c2ccccc12	-11%	u	3%	u	-23%	x
Cc1cccc(C)c1NC(=O)C1CCCNC1 (stereo not given)	-8%	x	4%	15%	9%	2%
Cc1ccc(-c2nc3ccc(NS(=O)(=O)c4ccccc4)cc3[nH]2)o1	35µM*	97%[activator]	-24%	-24%	x	1%
COc1ccc(N(CC(=O)NC2CCCC2)C(=O)c2ccc(C)s2)cc1OC	0%	16%	1%	-22%	-11%	-12%
Cc1sc2ncn(CC(=O)N3CCCCC3)c(=O)c2c1C	-2%	u	4%	10%	-1%	0%

# In the list so far, these contain an NH in an aromatic ring:
SMILES	Sm TGR inh	Pf growth 96h	Tb PYK inh	HCV inh	Pf growth 48h	LmPK inhibitor
CCN(CC(=O)Nc1ccc(NC(C)=O)cc1)C(=O)CCCc1c[nH]c2ccccc12	-11%	u	3%	u	-23%	x
Cc1ccc(-c2nc3ccc(NS(=O)(=O)c4ccccc4)cc3[nH]2)o1	35µM*	97%[activator]	-24%	-24%	x	1%

# Further structures:
SMILES	Sm TGR inh	Pf growth 96h	Tb PYK inh	HCV inh	Pf growth 48h	LmPK inhibitor
O=C(NCCC(=O)N1CCC2(CC1)NCCc1[nH]cnc12)c1cccc(Cl)c1	-5%	6%	6%	12%	1%	-1%
CN(C)c1ccc(/C=N/n2c(-c3cccnc3)n[nH]c2=S)cc1	x	-17%	2.8µM*	3%	17%	0%
CC1CN=C(N(C(=O)Nc2ccccc2)c2ccc(S(=O)(=O)N3CCOCC3)cc2)S1 (stereo not given)	2%	47%[activator]	-2%	u	47%[activator]	3%
Nc1ccc(OC(=O)Nc2ccc(O)cc2)cc1	-24%	-26%	1%	7%	65%[activator]	1%
CCCS(=O)(=O)N1CCCC(C(=O)NC(C)c2ccc3c(c2)OCCO3)C1 (stereo not given)	0%	u	1%	3%	-2%	2%
CCCCC(=O)NS(=O)(=O)c1ccc(N=NN(CC)CC)cc1	-8%	-12%	6%	-1%	-2%	5%
CC(=O)Nc1ccc(NC(=O)CN(C)S(=O)(=O)c2ccc3c(c2)CCC(=O)N3)cc1	3%	u	-2%	18%	-3%	-8%
O=c1cc(-c2ccc(O)c(O)c2)oc2c(C3O[C@H](CO)[C@@H](O)[C@H](O)[C@H]3O)c(O)cc(O)c12 (stereo not given in full)	-3%	19%	-16%	15%	11%	-3%
C[C@H](NC(=O)c1nc[nH]c1C(=O)N[C@@H](CCCCNC(=O)OC(C)(C)C)C(=O)OC(C)(C)C)C(=O)OC(C)(C)C	4%	13µM*	-2%	u	9.3µM*	6%
O=C1CCCc2ccccc2N1Cc1cccc(F)c1	x	-3%	6%	6%	-3%	5%
NC(=O)C1CCN(C(=O)c2ccc(-c3ccccc3Cl)o2)CC1	-11%	173%[activator]	-1%	7%	199%[activator]	x
CCC(=O)N1C(Cc2ccccc2)COC1(C)C (stereo not given)	0%	u	-1%	18%	-8%	2%
O=C(COC(=O)/C=C/c1ccc(OC(F)F)cc1)Nc1cccc(S(=O)(=O)N2CCCC2)c1	11%	u	1%	-1%	u	x
COc1ccc(C2CC(c3ccc(OC)cc3)n3nc(N)nc3N2)cc1 (stereo not given)	-1%	5%	4%	u	22%	0%
CCOC(=O)c1c(-c2ccc(-c3ccccc3)cc2)csc1NC(=O)c1cccc(N2C(=O)CCC2=O)c1	-4%	5.2µM*	-4%	0%	-2%	0%

# Other records.
SMILES	Sm TGR inh	Pf growth 96h	Tb PYK inh	HCV inh	Pf growth 48h	LmPK inhibitor
NC(=O)C1CCN(CC(O)COc2ccc(-c3ccccc3)cc2)CC1 (stereo not given)	0%	u	2%	10µM*	u	-2%
CCN(CC)S(=O)(=O)c1ccc(OC)c(NC(=O)c2cc([N+](=O)[O-])ccc2Cl)c1	4%	u	1%	u	u	-3%
CC(C)Cc1nnc(NC(=O)CSc2nc(N)cc(=O)[nH]2)s1	-29%	x	-6%	17%	3%	3%
OC(COc1ccccc1F)CN1CCC(Cc2ccccc2)CC1 (stereo not given)	-9%	u	-4%	-23%	-16%	0%
O=C1C2C3C=CC(C3)C2C(=O)N1Cc1ccccc1 (stereo not given)	-3%	x	4%	11%	-6%	-5%
Cc1cnc(NC(=O)c2ccc3c(c2)OCCO3)s1	-9%	78%[activator]	-12%	2%	11%	x
O=C(NC1=NCCS1)c1ccc(Cl)c(S(=O)(=O)N2CCCC2)c1	0%	u	6%	u	u	4%
Cc1cc2ccccc2n2c(SCC(=O)Nc3ccc(S(=O)(=O)N4CCC(C)CC4)cc3)nnc12	-2%	4%	-2%	u	-5%	-1%
NC(=O)c1c(NC(=O)Cn2nc(C(=O)O)c3ccccc3c2=O)sc2c1CCC2	u	68%[activator]	7%	4%	17%	1%
CC(=O)Nc1ccc(N2CCN(C(C)=O)CC2)cc1	-6%	-17%	-5%	-20%	61%[activator]	-4%
CCOC(=O)C(C)n1cnc2sc(C)c(C)c2c1=O (stereo not given)	-3%	3%	-7%	2%	-9%	7%
O=C(Nc1ccc(-c2nc3cccnc3s2)cc1)c1ccc(Cl)nc1	-4%	6%	3%	u	-3%	0%
COc1ccccc1CNC(=O)C1=CCN(S(=O)(=O)c2ccc(C)cc2)CC1	-1%	-26%	-2%	-25%	-16%	4%
O=C(CN1CCCCCC1)Nc1cc([N+](=O)[O-])ccc1Cl	-4%	8%	0%	5%	3%	5%
CCOC(=O)Cc1csc(-n2sc3ccccc3c2=O)n1	-1%	x	u	-4%	x	27%

# (list continues)
SMILES	Sm TGR inh	Pf growth 96h	Tb PYK inh	HCV inh	Pf growth 48h	LmPK inhibitor
Cc1onc(C(=O)N2CCN(C(c3ccccc3)c3ccccc3)CC2)c1[N+](=O)[O-]	-1%	u	-7%	u	u	1%
CC1(C)C(=O)Nc2ccccc2N1C(=O)COC(=O)/C=C/c1ccc(OC(F)F)cc1	-4%	-1%	-6%	-22%	u	x
Cc1nc(Nc2ccc(S(N)(=O)=O)cc2)oc1C	-5%	-25%	-4%	1%	10%	-2%
C=CCc1ccccc1OCC(O)CN1CCN(CCN2C(=O)c3cccc4cccc(c34)C2=O)CC1 (stereo not given)	-1%	4%	2%	14µM*	u	3%
Cc1c(NC(=O)c2c(O)c3ccccc3n(C)c2=O)c(=O)n(-c2ccccc2)n1C	-2%	u	1%	-2%	41%[activator]	6%
CCOC1=NN(c2ncc(C(F)(F)F)cc2Cl)C(=O)/C1=C/N(C)C	1%	46%[activator]	1%	6%	31%	2%
Cc1cc(C)c2c(N)c(C(=O)Nc3ccc(F)cc3)sc2n1	-6%	u	-3%	-11%	251%[activator]	1%
Cc1cc(=O)oc2c(C(=O)/C=C/c3ccccc3)c(O)ccc12	-22%	x	-2%	-8%	5.9µM*	6%
COc1ccc(C(CNC(=O)c2cc(SC)ccc2Cl)N(C)C)cc1 (stereo not given)	6%	u	1%	-24%	-31%	4%
COc1cc(NC(=O)NS(=O)(=O)c2ccc(C)cc2)cc(OC)c1	-29%	-22%	-3%	13%	x	8%
Cc1ccc(-n2c(SCC(=O)N3CCC(C(=O)O)CC3)nc3ccccc3c2=O)cc1C	0%	180%[activator]	-9%	-12%	29%	-1%
CCN(CC(=O)N1CCCC1)S(=O)(=O)c1ccc(OC)cc1	48%[activator]	-24%	5%	17%	6%	2%
Cc1ccc(NS(=O)(=O)c2ccc(NC(=O)C3CC3)cc2)c(C)c1	3%	u	9%	-26%	-9%	3%
Cc1nn(Cc2ccc(Cl)cc2)c(C)c1NC(=O)CCCn1nc([N+](=O)[O-])c(Cl)c1C	-12%	u	4%	-9%	u	3%
O=C(O)c1ccccc1Sc1ncnc2sccc12	u	4%	-3%	4%	3%	-1%

# (list continues)
SMILES	Sm TGR inh	Pf growth 96h	Tb PYK inh	HCV inh	Pf growth 48h	LmPK inhibitor
N/C(=N\OS(=O)(=O)c1ccc2ccccc2c1)c1cccnc1	-1%	37%[activator]	2%	4%	14%	1%
C[C@H](NC(=O)[C@@H]1Cc2ccccc2CN1)C(=O)NC1CCCC1	-28%	22%	-6%	2%	16%	0%
Cc1cccc(OCc2n[nH]c(=S)o2)c1	-7%	u	-22%	10%	11%	4%
COc1ccccc1OCC(=O)N/N=C1\CCc2ccccc21	-4%	x	13%	-11%	69%[activator]	-2%
COc1ccc(C(=O)NNC(=O)C23CC4CC(CC(C4)C2)C3)c(OC)c1	-3%	18%	-1%	-7%	10%	6%
Cc1ccc(CS(=O)(=O)CCC(=O)NCCN(C)Cc2ccccc2)cc1	3%	11%	-3%	-29%	3%	0%
O=C(Nc1ccc(Cl)cc1Cl)c1n[nH]c(Cn2cncn2)n1	-15%	54%[activator]	15%	21%	35%[activator]	4%
O=C(CN1CCCCCCC1)NC(=O)NC1CCCCC1	-34%	u	3%	5%	0%	1%
COc1ccc(C(=O)Nc2cccc(C(C)=O)c2)cc1S(=O)(=O)N1CCOCC1	-1%	-28%	6%	u	-13%	-1%
O=C(Nc1cccc(-n2cnnn2)c1)c1cccnc1	2%	34%[activator]	-4%	4%	19%	8%
Cc1cccc(-c2nc3c(c(SCC(=O)N4CCOCC4)n2)CCCC3)c1	2%	117%[activator]	-2%	u	-1%	3%
O=C(C1CCN(c2ncnc3c2nc2n3CCCCC2)CC1)N1CCCCC1	3%	19%	-7%	-3%	-10%	1%
Cn1cc(S(=O)(=O)N2CCN(c3ccccc3F)CC2)c(=O)n(C)c1=O	-6%	4%	-16%	6%	-6%	-3%

# Single records (already shown). Order of values: Sm TGR inh	Pf growth 96h	Tb PYK inh	HCV inh	Pf growth 48h	LmPK inhibitor
# `C=CCn1c(N/N=C/c2ccc(O)cc2)nc2ccccc2c1=O` in the list: 3%	4%	2%	-14%	47%[activator]	-16%
# `O=C(CCc1ccccc1)c1ccc2c(c1)OCCCO2` in the list: -7%	x	-9%	1%	u	0%
# `O=C(O)c1ccccc1Sc1ncnc2sccc12` in the list: u	4%	-3%	4%	3%	-1%
# `Cc1ccc(-c2nc3ccc(NS(=O)(=O)c4ccccc4)cc3[nH]2)o1` in the list: 35µM*	97%[activator]	-24%	-24%	x	1%
